# Screening data as filed in PubChem BioAssay.
# PriA SSB inh: inhibitors of Klebsiella pneumoniae PriA binding to SSB C-terminal tail, primary screen, biochemical, AlphaScreen. PriA–SSB C-terminal tail interaction (Klebsiella pneumoniae). AlphaScreen SSBct-PriA binding, biotinylated peptide. inhibition, % at 33 µM. actives 0.6% (n = 430,000); in the data active = inhibition mostly above about 37%, no sharp cut-off; inactive = mostly below about 20%;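 also: plate controls were negative control peptide for no effect and reference peptide for full effect; strong numbers were not always called active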
# * hit, by the source's call; & = joins results of further samples. These rows are one share of the data, so the mix of outcomes need not match the whole.
structure | PriA SSB inh
OC(COc1ccc(Cl)c2ccccc12)CN1CCN(c2ccc(F)cc2)CC1 (configuration not stated) | -6
Cc1ccc2[nH]c3c(=O)n(C(C)c4ccccc4)cnc3c2c1 (configuration not stated) | -23
COc1ccccc1-c1cn2nnc(C(=O)NCc3c(C)noc3C)c2c(=O)[nH]1 | 25*
Cc1nc2sc(C(c3ccc(Cl)c(Cl)c3)N3CCCC3)c(O)n2n1 (configuration not stated) | -2
COc1cc(C(=O)NC(=S)N2CCc3ccccc32)cc(OC)c1OC | 25
COc1ccccc1/C=C\C=NNC(=O)c1ccco1 | -1
Cc1cc(C)n(-c2nc(CCNS(=O)(=O)N(C)C)cs2)n1 | -26
O=C(NCc1cccs1)C1CCN(c2ccc(-n3cccn3)nn2)CC1 | -12
O=C(CCN1C(=O)c2ccccc2S1(=O)=O)Nc1cccnc1 | 1
COc1ccccc1NC(=O)N1CCN(c2ccc(-c3ccncc3)nn2)CC1 | -1
CC(=NO)C1(C)N(O)C(C)(C)C(c2ccc(F)cc2)=[N+]1[O-] (configuration not stated) | -18
O=C1c2cccc3c(O)ccc(c23)C(=O)N1Cc1cccnc1 | 4
C[C@@H](CCc1ccccc1)NC(=O)C1CN(C(=O)c2cnccn2)C1 | -5
CC(=O)COc1ccc2c(C)c(-c3ccc(Cl)cc3)c(=O)oc2c1 | -6
CCOc1ccc(S(=O)(=O)Nc2ccc3c(c2)CN(C(C)=O)CC3)cc1F | -17
CNC(=S)NN=Cc1ccc2c(c1)OCCO2 | -4
O=C(Cc1cccs1)NCc1cc(-c2ccco2)on1 | -14
CCOc1ccc(C)cc1S(=O)(=O)Nc1ccc2c(c1)N(C(=O)c1ccccc1)CCC2 | -1
O=C1OC(C(=O)NCCc2ccccc2)Cc2ccc(Cl)cc21 (configuration not stated) | -4
O=C(Nc1nnc(CSc2ccccc2)o1)c1ccc2c(c1)OCO2 | -13
COc1ccc2c(c1)CCN(C(=O)C1CN(c3nc4c(C(F)(F)F)cccc4s3)C1)C2 | -4
CC(C)CC(O)=Cc1nc2cc(Cl)ccc2oc1=O | -11
COc1ccc(CCC(=O)NCCCn2nc(-c3cccnc3)ccc2=O)cc1 | -6
O=C(CCS(=O)(=O)c1ccccc1)Nc1ccccc1Cc1nc(-c2cnccn2)no1 | 0
CCOC(=O)CNC(=O)CSc1nc(C)nc2c1c(=O)n(C)c(=O)n2C | -17
O=C(NCc1cccs1)C(=O)NCC(O)c1csc2ccccc12 (configuration not stated) | -16
CC(C)Cn1c(=O)c2ccc(C(=O)NC(C)C)cc2n2c(SCC#N)nnc12 | -7
COc1ccc(-c2n[nH]c(=O)c3nc(C)sc23)cc1OC | 2
COc1ccccc1C1(C(=O)NCCC(O)c2ccc3c(c2)OCO3)CCOCC1 (configuration not stated) | 0
Cc1ccc(NC(=O)CC2Nc3ccccc3N(CC(=O)Nc3ccc(Br)cc3)C2=O)cc1 (configuration not stated) | -17
CN(C)CCCNC(=O)C(=O)Nc1cccc(F)c1 | -7
CCOC(=O)c1ccc(CO)nc1 | 1
CS(=O)(=O)N1CCC(C(=O)Nc2ccc3c(c2)N(C(=O)C2CCCC2)CC3)CC1 | -13&10
CCOC(=O)c1ccccc1NC(=O)CSc1cn(CC(=O)N2CCCC2)c2ccccc12 | -4
Cn1[nH]c(-c2ccccc2)c(C=NO)c1=O | -12
CO[C@@H](CNC(=O)c1cc(C)on1)c1ccccc1C | 3
COC(=O)c1ccc(-c2csc(NC(=O)c3ccnn3C)n2)cc1 | -13
CC1=C(Cl)C(=O)C(Cl)(Cl)C(Cl)C1=NS(=O)(=O)c1ccccc1 (configuration not stated) | -2
COc1ccccc1-c1ccc(SCC(=O)Nc2nccs2)nn1 | -14
Cc1ccc(C(=O)CC2OC(=O)c3ccccc32)o1 (configuration not stated) | -23
O=C(c1nnn(Cc2ccccc2)c1-c1ccncc1)N1CCSCC1 | -8
CCN(CC)CCN(C(=O)c1ccc(S(=O)(=O)N(C)C2CCCCC2)cc1)c1nc2ccc(F)cc2s1 | 14
COc1ccc(NC(=O)C23CC4CC(C)(CC(C)(C4)C2)C3)cc1OC | 18
Cc1cc(NC(=O)C2COc3ccccc3O2)n(-c2nc3ccc(F)cc3s2)n1 (configuration not stated) | -3
NC(=NOC(=O)c1cccc2ccccc12)c1cccc([N+](=O)[O-])c1 | -21
Cc1nc(SC(C)c2ccccc2)[nH]c(=O)c1CC(=O)Nc1ccc(F)c(F)c1 (configuration not stated) | 0
COc1ccc(S(=O)(=O)NCC(c2ccsc2)N2CCN(C)CC2)c(OC)c1 (configuration not stated) | -3
CCN(c1ccccc1)S(=O)(=O)c1ccc(C(=O)Nc2nnc(-c3ccccc3SC)o2)cc1 | 6

# An excerpt from above in order of count of non-hydrogen atoms, ascending:
structure | PriA SSB inh
NC(=NOC(=O)c1cccc2ccccc12)c1cccc([N+](=O)[O-])c1 | -21
Cc1cc(NC(=O)C2COc3ccccc3O2)n(-c2nc3ccc(F)cc3s2)n1 (configuration not stated) | -3
CCN(CC)CCN(C(=O)c1ccc(S(=O)(=O)N(C)C2CCCCC2)cc1)c1nc2ccc(F)cc2s1 | 14

# (listing goes on)
structure | PriA SSB inh
COc1ccc(C)c2sc(N3CCN(C(=O)C4CCCN4S(C)(=O)=O)CC3)nc12 (configuration not stated) | -17
O=S(=O)(Cc1ccccc1Cl)NCC1CCN(C2CCCC2)CC1 | -4
CCOC(=O)c1sc(Nc2nc3cc(OC)c(OC)cc3s2)nc1C | -18
COc1ccc(C[C@](C)(O)CNC(=O)Cc2c(C)noc2C)cc1 | 0
COC(C)(CN)c1cccc(Cl)c1 (configuration not stated) | 4
Cc1cccc(NC(=O)Nc2ccc(CN3CCN(c4ccccn4)CC3)cc2)c1 | 41*
Cc1cc(NC(=O)NCCCSc2nnnn2-c2ccccc2)no1 | 6
O=C(O)c1cccc2c1/C(=N\Nc1ccc([N+](=O)[O-])cc1[N+](=O)[O-])c1ccccc1-2 | -11
O=C(O)CN1C(=O)CCC1=O | -13&4
O=C(Cc1csc(Nc2ccc(OC(F)(F)F)cc2)n1)NCc1cccnc1 | 6
CCCC(=O)Nc1nnc(Cc2ccc(C)c(C)c2)o1 | 2
CN(C)c1nccnc1OC1CCCN(S(C)(=O)=O)C1 (configuration not stated) | -15
Cc1nc2ccc(NC(=O)Cc3ccc4ccccc4c3)cc2s1 | -16
Cc1nc(N2CCCC2)nc(C)c1NC(=O)Nc1cc(F)cc(F)c1 | -5
CCCOc1ccccc1NC(=Nc1nc(C)cc(C)n1)NC(=O)COc1ccc(OC)cc1 | -5
Cc1cccc(-c2noc(Cn3c(=O)n(C(C)C)c(=O)c4ccccc43)n2)c1 | -10
O=C1NCCOc2ccc(NS(=O)(=O)Cc3ccccc3Cl)cc21 | -10
CC(=O)N1CCN(c2ccnc3c2c(=O)n(Cc2ccc(C(F)(F)F)cc2)c(=O)n3C)CC1 | -13
COc1ccc(-c2csc(NC(=O)c3ccc(C(=O)Nc4nc(-c5ccc(OC)c(OC)c5)cs4)s3)n2)cc1OC | 18
COc1ccccc1C1(C(=O)Nc2ccc3c(c2)C(=O)NCC3)CCOCC1 | -18
Cc1nnsc1C(=O)NC[C@@](C)(O)Cc1ccco1 | -27
C#CCn1c(=NC(=O)c2cc(C)n(CC)n2)sc2cc(SC)ccc21 | -17
COc1cccc(OC)c1C(=O)NCC(c1ccc2c(c1)CCN2C)N1CCCC1 (configuration not stated) | -8
CCn1nccc1C(=O)Nc1nnc(-c2cc3cccc(OC)c3o2)o1 | -23&-5

# Of the compounds above, nine have a Cl atom.
structure | PriA SSB inh
OC(COc1ccc(Cl)c2ccccc12)CN1CCN(c2ccc(F)cc2)CC1 (configuration not stated) | -6
Cc1nc2sc(C(c3ccc(Cl)c(Cl)c3)N3CCCC3)c(O)n2n1 (configuration not stated) | -2
CC(=O)COc1ccc2c(C)c(-c3ccc(Cl)cc3)c(=O)oc2c1 | -6
O=C1OC(C(=O)NCCc2ccccc2)Cc2ccc(Cl)cc21 (configuration not stated) | -4
CC(C)CC(O)=Cc1nc2cc(Cl)ccc2oc1=O | -11
CC1=C(Cl)C(=O)C(Cl)(Cl)C(Cl)C1=NS(=O)(=O)c1ccccc1 (configuration not stated) | -2
O=S(=O)(Cc1ccccc1Cl)NCC1CCN(C2CCCC2)CC1 | -4
COC(C)(CN)c1cccc(Cl)c1 (configuration not stated) | 4
O=C1NCCOc2ccc(NS(=O)(=O)Cc3ccccc3Cl)cc21 | -10

# More results.
structure | PriA SSB inh
Fc1c(F)c(F)c(Nc2ccccc2)c(F)c1F | 2
Cc1cc(OC2CN(C(=O)c3cc(=O)c4ccccc4o3)C2)cc(=O)o1 | -6
CC1CCN(Cc2c(C(=O)NN=Cc3ccc(C(F)(F)F)cc3)nnn2-c2nonc2N)CC1 | 11
CC(=O)Nc1ccc(S(=O)(=O)NCC2CCN(S(=O)(=O)c3cccnc3)CC2)c(C)c1 | -6
O=C(CSc1nc(-c2cccs2)cc(C(F)(F)F)n1)c1ccc2c(c1)OCO2 | -17&-7
O=C(NCc1cccs1)N1CCC[C@H](COCc2ccccc2)C1 | -5
NC(=O)CSc1nnc(Cc2c[nH]c3ccccc23)o1 | -8
O=C(Nc1ccc(CC(=O)N2CCOCC2)cc1)c1ccccc1C(F)(F)F | -1
CCn1nc(C)c(C=NNC(=O)Cn2nc(C)cc2C)c1C | 0
CNC(=O)c1ccsc1NC(=O)c1ccno1 | -2
Cc1cc(C(=O)Nc2ccccc2Cc2nc(-c3cccnc3)no2)no1 | -22
CCOC(=O)C(=NNc1ncnc2ccccc12)c1ccc(C)cc1 | -2
COc1ccc(Br)cc1C=NNC(=O)CNC(=O)/C=C/c1ccccc1OC | -22
COc1ccc(N2CCN(CCN)CC2)cc1 | 25
O=C(NCC1(c2ccsc2)CCCC1)c1ccc2ncsc2c1 | 17
Cc1noc(C)c1S(=O)(=O)NC1CCC(Oc2cnccn2)CC1 (configuration not stated) | 7
CCOCCn1c(=NC(=O)c2ccn(C)n2)sc2cc(C(=O)OCC)ccc21 | -5
O=C(Cn1c2c(c(=O)n(C3CCCCC3)c1=O)CCC2)NCc1cccnc1 | 9
Cc1cc(CN2CCC(CNC(=O)c3cccn(C)c3=O)CC2)c(C)o1 | -11
CSc1nc(NC(C)C)c2cnn(CCNC(=O)/C=C\c3ccc4c(c3)OCO4)c2n1 | 5
CC(Sc1nc2ccccc2[nH]1)C(=O)c1cccc(Cl)c1 (configuration not stated) | 8
CNC(=O)c1cccc(-c2noc(C3CN(CC(=O)Nc4cccc(C)c4C)C3)n2)c1 | -6
Cc1cc(NC(=O)C(C)Oc2ccccc2)n(-c2nc3c(cnn3-c3cccc(C)c3C)c(=O)[nH]2)n1 (configuration not stated) | -8
O=C(NN=Cc1ccc(C(F)(F)F)cc1)c1ccncc1 | -12
C=CCn1c(=NC(=O)c2cccc(N3C(=O)CCC3=O)c2)sc2cc3c(cc21)OCCO3 | 8
COc1ccc(NC(=O)CSC2=Nc3ccccc3N=C(c3ccccn3)C2)cc1 | 9
O=C(O)CNS(=O)(=O)c1cccs1 | -18
COc1ccccc1NC(=O)C(=O)NCC(c1ccsc1)N1CCCC1 (configuration not stated) | 6
Fc1ccccc1-c1ccc(C=NNc2nc3ccccc3[nH]2)o1 | 2
COCCN1CCCc2ccc(NS(=O)(=O)c3cccc(C)c3)cc21 | 4
O=P1(Nc2ccc(Br)cc2)CC=CC1 | -8
CS(=O)(=O)N1C2CCC1CC(NC(=O)CCc1ccc(Cl)c(C(F)(F)F)c1)C2 (configuration not stated) | 3
O=S(=O)(Nc1cccc(-c2ccc3nnc(-c4cccs4)n3n2)c1)c1cccs1 | 0
COc1ccccc1N1CCN(S(=O)(=O)CCNC(=O)COc2ccc3ccccc3c2)CC1 | 5
O=C(c1cccc(-n2cccn2)c1)N1CCN(c2cc3c(nn2)CCCC3)CC1 | -6
Cc1ccc(-n2cc(C(=O)N3CCc4ccccc4C3)nn2)cc1C | -24
COc1ccccc1-n1c(SCc2ccc(Cl)c(Cl)c2)nc2c(c1=O)SCC2 | -3
Cn1cc(C(O)CNC(=O)c2csc(-c3ccccc3)n2)c2ccccc21 (configuration not stated) | -3
Cc1cccc(OCC(=O)NCCc2sc(-c3cccc(F)c3)nc2C)c1 | -2
O=S(=O)(NC[C@@](O)(c1ccco1)C1CC1)c1cccc2ccccc12 | -4
COc1ccc2sc(N(Cc3ccccn3)C(=O)C3=COCCO3)nc2c1 | 10
COc1ccc(NC(=O)CC(C)=NNC(=O)c2cccs2)c([N+](=O)[O-])c1 | 9
CC(=O)c1c(C)oc2c1cc(NS(=O)(=O)c1ccc(Br)cc1)c1ccccc12 | -6
COc1ccc(C(O)=C2C(=O)C(=O)N(c3ncccn3)C2c2ccc(F)cc2)cc1 (configuration not stated) | -17
O=C(NC1CCCCC1)N1CCC(Cn2cccn2)CC1 | -17
CC(=O)c1ccc(NC(=O)Cn2nc3c(cc2=O)CCCC3)cc1 | -5
O=[N+]([O-])c1ccccc1S(=O)(=O)Nc1ccc(-c2nc3cccnc3s2)cc1 | -6
O=C(NCCN1CCN(c2ccccc2)CC1)C(=O)Nc1cccc(C(F)(F)F)c1 | -7
CSc1ccccc1C(=O)Nc1nnc(-c2cc(C)n(C)n2)o1 | 4
CCOC(=O)c1c(-c2ccccc2)csc1NC1SC(=O)N(c2ccccc2)C1=O (configuration not stated) | -8
Cc1cc(NC(=O)CSC2=NN3CCCC(=O)N=C3S2)no1 | -10
COc1ccc(C)cc1NC(=O)Nc1ccc(Nc2cc(-n3cccn3)nc(C)n2)cc1 | -14
Cc1nc(N)sc1N=Nc1cc(C(=O)O)cc(C(=O)O)c1 | -6
CCOC(=O)NN=Cc1cc(C)n(-c2cccc3ccccc23)c1C | 16
Cc1nn(C2CCS(=O)(=O)C2)c2nc(-c3cccs3)cc(C(=O)NCc3ccco3)c12 (configuration not stated) | 3
O=C(Nc1cccc(Cl)c1)c1c(O)c2ccccc2n(-c2ccccc2)c1=O | -17
O=C(Nc1nc2c(s1)CCCC2)c1cccc(Br)c1 | 7
